Source: PubChem BioAssay
hIAP block – human IAP inhibitors, primary screen, biochemical, luminescence, uHTS. Intestinal-type alkaline phosphatase (Homo sapiens), P09923. purified IAP, CDP-Star luminescence, 30 min. inhibition, % at 10 µM. 0.12% of 330,000 active. AID 2544, 2010;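 active = inhibition reaching a set limit with compound at 10 µM in the primary screen, cut at about 35% in these data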;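 also: plate controls were DMSO wells with enzyme for no effect and no-enzyme buffer wells for full effect; values of inactives mirror those of a sister screen read the other way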
Target sequence (P09923 whole entry, looked up): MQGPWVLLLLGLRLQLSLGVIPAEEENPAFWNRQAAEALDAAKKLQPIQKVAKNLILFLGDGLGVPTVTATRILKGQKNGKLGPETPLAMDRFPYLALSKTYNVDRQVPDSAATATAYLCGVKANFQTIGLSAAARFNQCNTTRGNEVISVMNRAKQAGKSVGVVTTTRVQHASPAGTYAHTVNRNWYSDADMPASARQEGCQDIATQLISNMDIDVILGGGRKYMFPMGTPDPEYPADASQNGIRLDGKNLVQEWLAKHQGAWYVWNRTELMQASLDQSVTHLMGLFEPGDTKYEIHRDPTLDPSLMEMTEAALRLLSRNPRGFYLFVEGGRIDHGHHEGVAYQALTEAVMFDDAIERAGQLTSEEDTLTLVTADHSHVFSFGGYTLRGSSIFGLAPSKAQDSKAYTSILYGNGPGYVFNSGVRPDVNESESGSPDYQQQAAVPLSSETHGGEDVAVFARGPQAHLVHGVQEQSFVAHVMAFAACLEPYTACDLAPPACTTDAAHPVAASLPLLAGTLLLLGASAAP
Apaf-1 inh – inhibitors of human Apaf-1 apoptosome, primary screen, biochemical, DEVD-Rh110 fluorescence, uHTS; reconstituted apoptosome caspase-3 activity; inhibition, % at 20 µM; 0.71% of 330,000 active; AID 489030, 2010; active = inhibition of at least 40% at 20 µM;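 also: plate controls were DMSO wells for no effect and DEVD-CHO caspase inhibitor wells for full effect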
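System: Apoptosome proteins | Medium: Hepes pH 7.5 with detergent and BSA | Also added: Cytochrome c trigger plus (Z-DEVD)2-Rh110 caspase-3 substrate | Incubation: 30 min compound preincubation, 50 min activation, room temperature | Detection: Rhodamine 110 fluorescence at Ex 480/Em 540 nm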
hIAP activ – human IAP activators, primary screen, biochemical, luminescence, uHTS. activation factor at 10 µM. 0.16% of 330,000 active. purified human IAP, CDP-Star luminescence, 30 min; active compounds read high; 1 = vehicle-only enzyme, 0 = enzyme-free background;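 active = activation factor of the enzyme at least 2-fold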; also: the source names both 10 and 20 µM as test concentration; values of inactives mirror those of a sister screen read the other way
mIAP activ – activators of mouse IAP, primary screen, biochemical, luminescence, uHTS; intestinal alkaline phosphatase [Mus musculus]; muIAP, CDP-Star luminescence, 30 min; active compounds read high; 1 = vehicle-only enzyme signal, 0 = enzyme-free wells; activation factor at 10 µM; 0.24% of 330,000 active; AID 2805, 2010;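 active = activation factor of at least 2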; also: the source names both 10 and 20 µM as test concentration; values of inactives mirror those of a sister screen read the other way
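Assay system: mouse IAP enzyme; reagent: chemiluminescent substrate CDP-Star; dosing: test compounds delivered from DMSO solution; schedule: 30 min at room temperature; measured by: luminescence from enzymatic CDP-Star hydrolysis; controls: DMSO-only wells and no-enzyme negative control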
mIAP block – inhibitors of mouse IAP, primary screen, biochemical, luminescence, uHTS | intestinal alkaline phosphatase [Mus musculus] | purified mouse IAP, CDP-Star luminescence, 30 min | inhibition, % at 10 µM | 0.2% of 330,000 active | AID 2806, 2010;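 active = inhibition of at least 40% at 10 µM in the primary screen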;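 also: plate controls were DMSO with enzyme for no effect and no enzyme wells for full effect; values of inactives mirror those of a sister screen read the other way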
tim10-1 inh – growth inhibitors of tim10-1 mutant yeast, primary screen, luminescence, uHTS; S. cerevisiae tim10-1 ts strain growth, BacTiter-Glo, 24 h; inhibition, % at 20 µM; 2.2% of 330,000 active; AID 463190, 2010;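 active = inhibition of at least 40%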;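 also: mutant grown at 25 °C; 0% = DMSO wells with yeast and 100% = wells holding no yeast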
ATG4B inhibitor – ATG4B protease inhibitors, primary screen, biochemical, fluorescence, uHTS; ATG4B cleavage of LC3-PLA2, NBD-HPC fluorescence, 1 h; inhibition, % at 8.33 µM; 0.51% of 340,000 active; AID 504462, 2011; in the data active = inhibition above about 40%
Target sequence (Q9Y4P1 whole entry, looked up): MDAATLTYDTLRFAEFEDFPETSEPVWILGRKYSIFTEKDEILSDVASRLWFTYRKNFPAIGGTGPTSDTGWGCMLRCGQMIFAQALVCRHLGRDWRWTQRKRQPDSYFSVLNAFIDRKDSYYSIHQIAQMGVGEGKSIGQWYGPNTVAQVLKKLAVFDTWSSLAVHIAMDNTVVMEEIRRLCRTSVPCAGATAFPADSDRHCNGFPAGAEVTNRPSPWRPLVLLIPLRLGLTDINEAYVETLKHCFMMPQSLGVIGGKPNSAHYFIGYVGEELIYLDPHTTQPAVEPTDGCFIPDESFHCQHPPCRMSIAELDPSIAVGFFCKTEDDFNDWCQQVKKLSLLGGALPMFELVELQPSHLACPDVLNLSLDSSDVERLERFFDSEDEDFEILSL
TIM10 inh – growth inhibitors of isogenic TIM10 control yeast, primary screen, counter-screen for tim10-1 yeast inhibitor project, luminescence, uHTS. S. cerevisiae TIM10 strain growth, BacTiter-Glo luminescence, 24 h. inhibition, % at 10 µM. 1.4% of 330,000 active. AID 463195, 2010;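 active = inhibition of 40% or more at the single tested concentration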;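 also: wild-type TIM10 isogenic control strain grown at permissive 25 °C; 0% = DMSO yeast wells and 100% = minimal medium wells without yeast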
NALP3 yeast inh – NALP3 inflammasome inhibitors in reconstituted yeast, primary screen, luminescence, uHTS; Yeast reconstituted NLRP3/ASC/caspase-1, beta-gal luminescence, 24 h; inhibition, % at 10 µM; 0.39% of 330,000 active; AID 2825, 2010;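 active = inhibition of 50% or more; inactive = inhibition below 50%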;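 also: plate controls were induced DMSO wells for no effect and uninduced yeast grown without galactose for full effect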
Starred values were filed as active, the others as inactive; nt = not tested or not shown.

Structure	hIAP block	Apaf-1 inh	hIAP activ	mIAP activ	mIAP block	tim10-1 inh	ATG4B inhibitor	TIM10 inh	NALP3 yeast inh
O=C(NCC1CCCO1)C1CCN(C(=O)c2ccc(Br)cc2)CC1 (centres undefined)	20	-3	0.81	0.97	3	16	6	-6	10
Cc1cc(N2CCN(S(=O)(=O)c3ccc(Br)cc3)CC2)n2ncnc2n1	-10	6	1.1	1.1	-8	21	6	10	-6
Cc1ccc(S(=O)(=O)N2CCC(C(=O)NCCN3CCCCCC3)CC2)cc1	5	2	0.95	1.1	-6	12	-3	9	0
COc1ccc2nc(SCC(=O)NC(C)(C)C)[nH]c2c1	-19	-17	1.2	0.99	1	2	10	-8	-8
OCCNC(=S)Nc1ccc2nsnc2c1	-5	97*	1.1	1.1	-8	-3	-4	-5	18
CN(C)c1cc2c(cc1NC(=O)c1ccccc1Cl)n(C)c(=O)n2C	2	-14	0.98	0.98	2	5	-5	-2	16
COc1ccc(C(=O)C=CNNC(=O)c2ccc(Cl)cc2)cc1	10	17	0.9	0.7	30	-2	5	2	16
COc1cccc(CN(C)C(=O)c2cccc(S(=O)(=O)N3CCN(c4ccc(F)cc4)CC3)c2)c1OC	-15	23	1.2	1	-4	4	-10	13	11
COc1cc(SC)ccc1C(=O)N(C)Cc1ccccc1	-3	0	1	0.97	3	27	-9	22	-19
Cc1ccc(NC(=O)Nc2sc(=S)n(C)c2C)cc1	14	8	0.86	1.1	-11	31	-10	5	26
Cc1nc(SCC(=O)NCc2ccccc2)c2oc3ccccc3c2n1	17	5	0.83	0.93	7	0	3	-28	50
O=C(CSc1nc2ncc(Br)cc2[nH]1)Nc1ccc2c(c1)OCO2	-5	13	1	0.94	6	-8	0	4	14
O=C(O)c1ccc(-c2nc(-c3ccccc3)cs2)cc1	-5	10	1.1	1	-2	27	-10	11	24
O=C(O)C1CCN(C(=O)CSc2nc3ccccc3c(=O)n2Cc2ccccc2)CC1	-2	-4	1	0.99	0	-6	-3	0	6
O=C(NCC(=O)c1ccccc1)OCc1ccc([N+](=O)[O-])cc1	24	-5	0.76	0.92	8	3	2	-3	14
O=C(N/N=C/c1cccc2cccnc12)[C@H]1C[C@@H]1c1ccccc1	9	4	0.91	0.87	13	2	-19	2	-5
Fc1ccccc1NC(=S)N1CCOCC1	-9	-8	1.1	0.95	5	-3	-2	-4	16
COC(CNC(=O)C(=O)Nc1cc2c3c(c1)CC(=O)N3CCC2)OC	-17	-1	1.2	0.86	14	-4	9	0	2
Cc1cc(C)cc(NC(=O)C(c2ccccc2)N2CCN(CC(=O)NC3CC3)CC2)c1 (centres undefined)	14	0	0.85	1.1	-12	5	-8	1	7
O=C(CSc1nc(-c2ccccc2)c(-c2ccccc2)[nH]1)NCCN1C(=O)CSC1=O	-10	13	1.1	1	-5	17	-12	-6	-18
COc1ccc(/C=C/C(=O)Oc2ccc(/C=N/NC(=O)COc3c(C)cccc3C)cc2)cc1	23	10	0.77	0.9	10	-2	nt	10	14
Cc1ccccc1NC(=O)c1ccc2c(c1)C(=O)N(CCC(C)C)C2=O	3	3	0.97	0.97	2	-1	1	4	13
Cc1oc(-c2cccc3ccccc23)nc1CN1CCC[C@H]1CO	5	-3	0.95	0.97	3	1	18	3	11
CC(=O)NCCOc1cccc2ccccc12	17	-25	0.83	1	0	8	2	-8	-4
C=CCn1c(SCC(=O)NC2CCCC2)nc2c([nH]c3ccccc32)c1=O	-13	2	1.1	0.99	1	8	3	4	23
CCn1c(SCC(=O)Nc2ccc(OC)c(OC)c2)nnc1-c1ccco1	14	-7	0.86	1.1	-7	6	1	12	27
C[C@@H]1O[C@@H](Oc2c(-c3cc(O)c(O)c(O)c3)oc3cc(O)cc(O)c3c2=O)[C@H](O)[C@H](O)[C@H]1O	-11	-3	1.1	0.87	13	5	0	-3	7
CCc1cc(=O)oc2cc(C)cc(OCC(=O)NC(Cc3c[nH]c4ccc(O)cc34)C(=O)O)c12 (centres undefined)	-22	3	1.2	1	-2	0	-20	-1	-7
Cc1ccc(OCC(=O)NC2CCCc3ccccc32)c(C)c1 (centres undefined)	-2	13	1	1	-3	6	9	11	18
COc1ccc(CC(CC(=O)O)C(=O)NCc2ccccc2)cc1 (centres undefined)	5	-5	0.95	1.2	-20	10	3	4	19
CCCCn1c(=O)[nH]c(=O)c2c1nc(-c1ccc(OC(F)F)c(OC)c1)n2C	-2	12	1	0.91	9	-17	-18	8	12
Cc1nccn1CC(=O)N/N=C/c1cc(Br)cs1	-29	15	1.3	0.98	2	13	-3	6	11
N#C/C(=C\c1cc2c(cc1Br)OCO2)c1ccc(C(=O)O)cc1	-4	-11	1	0.98	2	-1	30	9	8
COC(=O)c1sc(-c2ccc(Cl)cc2)cc1NC(=O)c1ccccc1C(=O)O	14	5	0.86	0.84	16	14	27	23	18
COc1ccccc1NS(=O)(=O)c1cc(NC(=O)c2ccncc2)ccc1N1CCOCC1	2	9	0.98	1	-2	26	-4	16	-6
CCC(=O)N(CC)c1nc(-c2ccc(OC)cc2)cs1	6	11	0.94	0.91	9	30	1	15	27
O=C(CCNC(=O)c1ccc(Br)cc1)NCCCN1CCCC1=O	8	-8	0.92	0.98	2	6	-1	0	1
CSc1nc(-c2ccccc2)nc(N2CCN(C)CC2)c1C(C)=O	18	-3	0.82	0.99	1	-15	-12	-52	43
O=C(c1ccoc1)N1CCC2(CC1)Oc1ccc(F)cc1C(=O)C21CC(c2ccc(Cl)cc2)=NO1 (centres undefined)	7	19	0.93	1.1	-14	29	-2	-13	22
Cc1[nH]n2c(=O)cc(Cc3ccccc3)nc2c1C#N	-18	1	1.2	0.9	10	10	5	-7	7
CCSc1ccc(NC(=O)c2cccnc2)cc1	10	13	0.9	0.97	3	1	-5	12	15
Cn1cnnc1SCC(=O)NNC(=O)COc1ccc(Cl)cc1	-70	-3	1.7	0.9	10	-12	-5	-6	16
CCc1[nH]nc(C(=O)N2CCCC(CO)(Cc3ccc(F)cc3F)C2)c1C (centres undefined)	-37	-8	1.4	0.96	4	24	19	20	8
COc1ccc(CNC(=O)C[C@H]2C[C@H](C(=O)N3CCOCC3)[C@@]3(CCC4CCCC4)c4[nH]c5cc(-c6ccco6)ccc5c4CCN3C2=O)cc1OC	nt	22	nt	1.1	-8	16	nt	3	nt
CCc1ccc(-c2cc3c(=O)n(CC(=O)NCCCN4CCN(C)CC4)ncn3n2)cc1	-12	18	1.1	0.9	10	11	-9	11	-4
CCCNC(=O)COc1coc(CN2CCN(c3cccc(Cl)c3)CC2)cc1=O	8	-13	0.92	1.1	-9	21	0	-8	23
CN(C)CCCNS(=O)(=O)c1ccc(-n2nnc3ccccc32)c([N+](=O)[O-])c1	-2	9	1	0.98	2	0	3	9	4
CC(OC(=O)CNC(=O)COc1ccccc1)C(=O)N(C)Cc1ccccc1 (centres undefined)	-15	-2	1.2	1	-4	-9	-4	-4	1
O=S(=O)(c1ccc(F)cc1)N1CCN(C(=S)NCC2CCCO2)CC1 (centres undefined)	-21	-8	1.2	0.99	1	-18	5	-3	13
O=C(c1cc(S(=O)(=O)N2CCOCC2)c(Cl)cc1Cl)N1CCCCC1CO (centres undefined)	2	-14	0.98	1	-2	1	-8	-4	-18
CC1CCCN(C(=O)Cn2cnc3c2c(=O)n(C)c(=O)n3C)C1 (centres undefined)	12	4	0.88	0.9	10	-1	-13	-23	10
O=C(Cc1ccc2ccccc2c1)Nc1ccccc1Br	-10	0	1.1	0.99	1	-9	-6	-9	18
Cc1ccc(SCC(=O)NCc2ccncc2)cc1	14	-5	0.86	1.1	-9	8	-1	-4	19
CCCC(NC(=O)C(C)N1CCN(S(=O)(=O)c2ccccc2)CC1)c1ccccc1 (centres undefined)	10	-6	0.9	0.95	5	9	-13	10	14
O=C(Nc1ccc(F)c([N+](=O)[O-])c1)C(=O)c1c(O)[nH]c2ccccc12	29	-4	0.71	0.98	2	-13	17	26	32
Cc1cc(C)cc(N(CC(=O)NC2CCCC2)C(=O)CNC(=O)c2ccco2)c1	-6	-2	1.1	0.92	8	7	-4	12	11
CC1(C)CC(=O)c2c(O)cc(OCC(=O)N3CCN(c4ccccc4)CC3)cc2O1	-31	10	1.3	1	-2	29	-15	7	13
COC(=O)[C@H](CCSC)NC(=O)Nc1ccc(OC)cc1	-31	-3	1.3	0.95	5	-6	-5	-13	1
O=C(NCCN1C(=O)S/C(=C\c2ccc(Cl)cc2)C1=O)c1ccc(F)c(S(=O)(=O)N2CCOCC2)c1	12	10	0.88	0.86	14	9	-4	2	2
COc1ccc(O)c(C(=O)CC(=O)c2ccc(F)cc2)c1	-6	22	1.1	0.96	4	-36	9	16	41

(further entries)
Structure	hIAP block	Apaf-1 inh	hIAP activ	mIAP activ	mIAP block	tim10-1 inh	ATG4B inhibitor	TIM10 inh	NALP3 yeast inh
CC(=O)c1ccc(N2CCN(C(=S)Nc3ccc(Oc4ccccc4)cc3)CC2)cc1	4	-1	0.95	0.93	7	9	0	19	36
Cc1nnc(NC(=O)Cc2ccc(OCc3c(C)noc3C)cc2)s1	-24	3	1.2	0.96	4	8	7	-14	-8
O=C(O)c1ccccc1N/N=C/C1=C(N2CCOCC2)C(=C\c2ccccc2)/CC1	-14	-9	1.1	0.87	13	1	2	4	9
O=C(O)c1ccccc1NS(=O)(=O)c1ccccc1C(F)(F)F	-14	-3	1.1	1	-3	-7	5	-2	-14
Cc1nc2nc(-c3ccco3)[nH]n2c(=O)c1Cc1ccccc1	-1	29	1	1	0	-1	2	3	15
CC(=O)OCCN(CCCn1c(-c2ccncc2)nc2ccccc21)c1nc(-c2ccc(C)cc2)cs1	-4	14	1	0.89	11	10	-20	-3	9
CC12CCC(C(=O)N(CCCCN3CCN(Cc4ccccc4)CC3)C1=O)C2(C)C (centres undefined)	-4	-12	1	1.1	-7	-16	1	5	9
CC(=O)Nc1cccc(C(=O)OCC(=O)N(c2ccccc2)C2CCS(=O)(=O)C2)c1 (centres undefined)	1	-4	0.99	0.99	0	2	5	-7	12
CCOC(=O)N1CCN(C(=O)c2ccccc2NC(=O)c2ccc(C(C)(C)C)cc2)CC1	6	-10	0.94	0.89	11	29	-7	26	-6
Cc1onc(-c2c(Cl)cccc2Cl)c1C(=O)N1CCCCC1	-5	6	1.1	0.97	2	11	-4	11	10

Two of the compounds above, as labelled records.
COc1ccc2nc(SCC(=O)NC(C)(C)C)[nH]c2c1
  hIAP block: -19; Apaf-1 inh: -17; hIAP activ: 1.2; mIAP activ: 0.99; mIAP block: 1; tim10-1 inh: 2; ATG4B inhibitor: 10; TIM10 inh: -8; NALP3 yeast inh: -8

Cc1nc(SCC(=O)NCc2ccccc2)c2oc3ccccc3c2n1
  hIAP block: 17; Apaf-1 inh: 5; hIAP activ: 0.83; mIAP activ: 0.93; mIAP block: 7; tim10-1 inh: 0; ATG4B inhibitor: 3; TIM10 inh: -28; NALP3 yeast inh: 50
